OTUD3 block – inhibitors of human OTUD3 deubiquitinase. purified OTUD3, Ub-rhodamine fluorescence, 2 h. inhibition, % at 25 µM. 47,000 compounds, 0.7% hits. OTU domain-containing protein 3 (Homo sapiens), Q5T2D3
USP28 inh – inhibitors of human USP28 deubiquitinase; 47,000 compounds, 3% hits; Ubiquitin carboxyl-terminal hydrolase 28 (Homo sapiens), Q96RU2; inhibition, % at 25 µM; purified USP28, Ub-rhodamine cleavage fluorescence, 30 min
USP7 block – inhibitors of human USP7 deubiquitinase; Ubiquitin carboxyl-terminal hydrolase 7 (Homo sapiens), Q93009; purified USP7, Ub-rhodamine cleavage fluorescence; inhibition, % at 20 µM; 47,000 compounds, 0.3% hits; AID 1645854, 2021
USP17 inh – inhibitors of human USP17 deubiquitinase | 47,000 compounds, 6.5% hits | Ubiquitin carboxyl-terminal hydrolase 17-like protein 5 (Homo sapiens), A8MUK1 | purified USP17, Ub-rhodamine cleavage fluorescence, 3 h | inhibition, % at 50 µM | AID 1645855, 2021
USP8 block – inhibitors of human USP8 deubiquitinase | inhibition, % at 20 µM | Ubiquitin carboxyl-terminal hydrolase 8 (Homo sapiens), P40818 | 47,000 compounds, 4.2% hits | purified USP8, Ub-rhodamine cleavage fluorescence, 30 min
Target sequence (P40818 whole entry, looked up): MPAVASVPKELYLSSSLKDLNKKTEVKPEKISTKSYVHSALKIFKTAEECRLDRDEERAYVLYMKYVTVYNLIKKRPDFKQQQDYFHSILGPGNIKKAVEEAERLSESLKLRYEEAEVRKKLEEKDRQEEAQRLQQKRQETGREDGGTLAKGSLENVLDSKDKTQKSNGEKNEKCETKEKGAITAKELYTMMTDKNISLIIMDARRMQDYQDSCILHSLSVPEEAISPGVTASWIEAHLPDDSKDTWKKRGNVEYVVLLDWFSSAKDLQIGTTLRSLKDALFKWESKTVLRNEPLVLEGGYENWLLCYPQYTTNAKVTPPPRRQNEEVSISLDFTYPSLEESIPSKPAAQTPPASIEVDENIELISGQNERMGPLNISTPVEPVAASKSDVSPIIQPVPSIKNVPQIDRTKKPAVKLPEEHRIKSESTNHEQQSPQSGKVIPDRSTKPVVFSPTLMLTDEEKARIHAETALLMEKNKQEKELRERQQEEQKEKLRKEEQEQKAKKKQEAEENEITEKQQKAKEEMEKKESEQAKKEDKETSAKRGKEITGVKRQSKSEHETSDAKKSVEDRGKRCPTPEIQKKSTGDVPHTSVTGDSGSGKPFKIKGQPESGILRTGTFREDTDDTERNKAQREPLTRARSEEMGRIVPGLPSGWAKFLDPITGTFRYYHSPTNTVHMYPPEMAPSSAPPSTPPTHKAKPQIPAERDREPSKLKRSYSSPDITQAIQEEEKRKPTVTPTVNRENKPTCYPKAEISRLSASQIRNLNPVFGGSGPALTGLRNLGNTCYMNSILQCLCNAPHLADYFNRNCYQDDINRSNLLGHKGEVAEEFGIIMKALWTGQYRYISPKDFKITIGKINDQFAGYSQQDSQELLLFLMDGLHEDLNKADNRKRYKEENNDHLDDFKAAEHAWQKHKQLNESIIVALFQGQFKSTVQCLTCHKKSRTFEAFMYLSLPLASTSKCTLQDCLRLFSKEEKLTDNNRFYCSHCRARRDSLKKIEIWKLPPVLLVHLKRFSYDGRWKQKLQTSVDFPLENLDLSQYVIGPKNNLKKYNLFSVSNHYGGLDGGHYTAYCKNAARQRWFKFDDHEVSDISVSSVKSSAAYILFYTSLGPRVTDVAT
USP10 block – inhibitors of human USP10 deubiquitinase | Ubiquitin carboxyl-terminal hydrolase 10 (Homo sapiens), Q14694 | purified USP10, Ub-rhodamine fluorescence, 60 min | inhibition, % at 20 µM | 47,000 compounds, 1.1% hits | AID 1645856, 2021
UCHL1 block – inhibitors of human UCHL1 deubiquitinase; Ubiquitin carboxyl-terminal hydrolase isozyme L1 (Homo sapiens), P09936; purified UCHL1, Ub-rhodamine cleavage fluorescence; inhibition, % at 20 µM; 47,000 compounds, 0.2% hits; AID 1645859, 2021
USP30 block – inhibitors of human USP30 deubiquitinase; 47,000 compounds, 5.3% hits; inhibition, % at 25 µM; purified USP30, Ub-rhodamine cleavage fluorescence
Starred values were filed as active, the others as inactive; i = inactive; / = not tested or not shown. No stated cut-off is given here; in the data, active means inhibition above about 30%; inactive means the rest. Hits appear at their usual frequency; overall some 13% were active at least once.

SMILES	OTUD3 block	USP28 inh	USP7 block	USP17 inh	USP8 block	USP10 block	UCHL1 block	USP30 block
COc1cccc(CNC(=O)CN2CCC3(CC2)N=C(c2ccc(Cl)cc2)C(=O)N3)c1	6	2	0	/	6	-5	2	13
COc1cccc(C2c3[nH]c4ccccc4c3C[C@H]3C(=O)N(c4ccccc4C(=O)NCC4CCCO4)C(=O)N23)c1 (stereo not given in full)	-70	-30	-6	-37	-16	-7	-4	-284
Cc1ccnc(-n2c(C)c(C)c3c(NCCO)ncnc32)c1	-15	0	/	-3	-8	-4	-2	-15
Cc1nc(N2CCCCC2)ncc1C(=O)Nc1cc(F)ccc1F	-3	0	-10	2	0	-4	-3	-19
Cc1cccc(C(=O)OCC(=O)Nc2ccc3[nH]c(=O)[nH]c3c2)c1C	17	40*	12	40*	-62	17	3	52*
Clc1ccc(OCc2nc(-c3cccnc3)n[nH]2)c(Cl)c1	10	24	-12	0	-99	7	4	-14
O=c1c(S(=O)(=O)c2cc(F)cc(F)c2)c[nH]c2ccc(F)cc12	-7	-9	3	0	5	4	-3	-14
Cc1nc2c3c(sc2c(=O)[nH]1)NC(=O)CC3c1ccccc1Cl (stereo not given)	-15	-17	-2	-14	-10	-3	-2	-80
O=C(Cc1noc2ccccc12)NCC(=O)Nc1ccc(Cl)cc1	9	23	3	77*	15	13	3	25
Cc1ccc(N(Cc2ccc(C(=O)Nc3ccc(C)c(Cl)c3)cc2)S(C)(=O)=O)cc1C	2	17	0	19	12	6	6	9
O=C(NCCS(=O)(=O)N1CCN(c2ccc(F)cc2)CC1)c1cccc(F)c1	-3	-7	-10	14	-4	0	-2	2
O=C(/C=C/c1ccccc1Cl)N1CC(c2nc(-c3cnccn3)no2)C1	11	8	0	0	-1	0	0	-13
CCOc1ccc(N(CC(=O)NCc2ccccn2)S(=O)(=O)c2ccc(Cl)cc2)cc1	-11	-4	-7	-12	-5	-2	-2	-16
COc1ccc(C(=O)Nc2ccc3c(c2)NC(=O)C(C)O3)c(OC)c1 (stereo not given)	-14	-18	0	8	-5	-3	0	-18
CN1CC2CN(S(=O)(=O)c3ccc(Cl)cc3)CCN2Cc2ccccc21 (stereo not given)	-160	-226	-134	-148	-261	-1	-156	i
O=C(CN1C(=O)[C@H]2CCCN2c2ncccc21)Nc1ccc2c(c1)OCCO2	-11	-8	-1	19	6	-4	-8	-15
Cc1ccc2c(c1)N(C(=O)Cn1cc(S(=O)(=O)N3CCOCC3)ccc1=O)CCO2	9	6	0	6	3	-1	-1	14
Cc1cc(N2CCOCC2)n2nc(CN3CCN(CC(C)C)CC3)nc2n1	-9	-13	-2	-16	-13	1	-1	-12
Cc1ccc(N2CC(c3noc(-c4ccncc4)n3)CC2=O)cc1 (stereo not given)	-1	-6	-3	-4	-3	-2	-5	-3
CCN1C(=O)COc2ccc(NC(=O)c3ccc(OCc4nonc4C)cc3)cc21	3	70*	1	22	8	7	3	19
O=C(NCCc1ccccc1F)[C@@H]1Cc2c([nH]c3ccccc23)C2c3ccccc3C(=O)N21 (stereo not given in full)	-8	-1	-3	-14	2	-8	0	-64
CNC(=O)[C@@H]1C[C@@H]2CN(C(=O)CN3CCOCC3)CCN2[C@@]12C(=O)Nc1ccccc12	0	-3	2	0	4	-7	1	-28
CC(C)CCn1c(=O)c2ccccc2n2c(CCC(=O)NCCN3CCCC3)nnc12	-8	-4	-24	-13	-12	-3	0	-55
CCc1cc(C(=O)N2CCN(c3cccc(C)c3)CC2)nc2ccnn12	-4	-10	-5	/	-14	1	0	-8
CCc1cc2c(cc3c(=O)n(CC(=O)NC(C)c4ccccc4)nc(CC)n32)s1 (stereo not given)	-4	-9	4	6	-26	6	-2	-6
Cc1ccccc1CNC(=O)N1C[C@H]2C[C@H]3[C@](C1)(CN(Cc1cccnc1)S3(=O)=O)O2	14	7	6	13	11	1	-1	27
O=C(COc1cccc(F)c1)N1CCCC(c2[nH]nc3nccnc23)C1 (stereo not given)	-6	0	-5	-21	2	-3	-1	-1
CCOc1ccccc1NC(=O)N(CCCN1CCC(C)CC1)C1CCN(C(C)=O)CC1	0	1	1	-2	3	-1	1	3
Cc1ccc(C)c(Cn2c(=O)n(Cc3ccc(C(=O)NC4CCCC4)cc3)c(=O)c3ccccc32)c1	13	5	1	18	8	5	-1	23
CCC(C)[C@H](NC(=O)[C@H](C(C)C)N1C(=O)N2CCc3c([nH]c4ccccc34)[C@@]2(C)C1=O)C(=O)NC1CCCC1 (stereo not given in full)	-1	12	12	4	7	10	7	32*

Rewritten with bars between the fields: entries from further up.
structure | OTUD3 block | USP28 inh | USP7 block | USP17 inh | USP8 block | USP10 block | UCHL1 block | USP30 block
O=C(Cc1noc2ccccc12)NCC(=O)Nc1ccc(Cl)cc1 | 9 | 23 | 3 | 77* | 15 | 13 | 3 | 25
Cc1ccc(N(Cc2ccc(C(=O)Nc3ccc(C)c(Cl)c3)cc2)S(C)(=O)=O)cc1C | 2 | 17 | 0 | 19 | 12 | 6 | 6 | 9
O=C(NCCS(=O)(=O)N1CCN(c2ccc(F)cc2)CC1)c1cccc(F)c1 | -3 | -7 | -10 | 14 | -4 | 0 | -2 | 2

Fetched by structure from above (4):
SMILES	OTUD3 block	USP28 inh	USP7 block	USP17 inh	USP8 block	USP10 block	UCHL1 block	USP30 block
Cc1ccccc1CNC(=O)N1C[C@H]2C[C@H]3[C@](C1)(CN(Cc1cccnc1)S3(=O)=O)O2	14	7	6	13	11	1	-1	27
Cc1nc(N2CCCCC2)ncc1C(=O)Nc1cc(F)ccc1F	-3	0	-10	2	0	-4	-3	-19
CCN1C(=O)COc2ccc(NC(=O)c3ccc(OCc4nonc4C)cc3)cc21	3	70*	1	22	8	7	3	19
CCC(C)[C@H](NC(=O)[C@H](C(C)C)N1C(=O)N2CCc3c([nH]c4ccccc34)[C@@]2(C)C1=O)C(=O)NC1CCCC1 (stereo not given in full)	-1	12	12	4	7	10	7	32*

In the list so far, these have an aryl methoxy group.
SMILES	OTUD3 block	USP28 inh	USP7 block	USP17 inh	USP8 block	USP10 block	UCHL1 block	USP30 block
COc1cccc(CNC(=O)CN2CCC3(CC2)N=C(c2ccc(Cl)cc2)C(=O)N3)c1	6	2	0	/	6	-5	2	13
COc1cccc(C2c3[nH]c4ccccc4c3C[C@H]3C(=O)N(c4ccccc4C(=O)NCC4CCCO4)C(=O)N23)c1 (stereo not given in full)	-70	-30	-6	-37	-16	-7	-4	-284
COc1ccc(C(=O)Nc2ccc3c(c2)NC(=O)C(C)O3)c(OC)c1 (stereo not given)	-14	-18	0	8	-5	-3	0	-18

New compounds follow
SMILES	OTUD3 block	USP28 inh	USP7 block	USP17 inh	USP8 block	USP10 block	UCHL1 block	USP30 block
CC(=O)c1ccc(NC(=O)C23CC4CC(C2)CC(n2nnc(C)n2)(C4)C3)cc1	-3	-4	2	-11	-2	-2	-2	-1
COc1ccc(C2=Nc3ncnn3C2=NCc2ccccc2)cc1	-3	-14	2	0	4	1	-1	-24
CC(=O)Nc1nsc(N2CCCC(C(=O)NC3CCCCC3)C2)n1 (stereo not given)	-7	-7	-1	-10	-41	-1	-2	-9
Cc1ncc2c(n1)C1(CCN(Cc3cccc(OC(C)C)c3)CC1)OCC2	-9	-9	0	-7	-28	-3	1	-5
O=C(NC1CCCC1)N1CCC(Oc2cc(N3CCCC3)ncn2)C1 (stereo not given)	0	-3	3	1	-3	-2	-1	-11
Cc1cccnc1-n1cccc1CN1CCc2c(nc(-c3ccccn3)[nH]c2=O)C1	-84	-104	-19	-87	-19	-6	-23	-386
CC(C)OC(=O)c1ccc(NC(=O)c2cccc(-n3cnnc3)n2)cc1	19	16	-2	9	3	-2	1	-2
Cc1occc1-c1cc2nc3c(c(=O)n2[nH]1)CN(Cc1ccnn1C)CC3	-18	-30	-3	-6	-11	-3	-7	-113
Cc1ccc(CC(=O)Nc2nnc(C3CC(=O)N(c4ccc(C)c(C)c4)C3)s2)cc1 (stereo not given)	6	13	5	23	36*	15	2	15
CCCC(=O)N1CCC2(CCN2Cc2ccc(F)cc2)C1 (stereo not given)	3	-7	0	-3	-18	-3	2	-19
CCCNC(=O)c1ccc(Nc2cc(C)nc3nc(-c4cccnc4)nn23)cc1	15	11	8	8	10	4	4	24
COc1ccccc1C(=O)Nc1ccc(N(c2ccccc2)C(C)C)cc1	3	13	0	14	23	3	6	-28
Cc1noc(-c2cc(=O)n(CC(=O)Nc3ccccc3C)c3ccccc23)n1	13	8	2	45*	0	0	2	18
Cc1ccc(NC(=O)CSc2ccccc2C(=O)Nc2ccc3c(c2)NC(=O)C(C)O3)cc1 (stereo not given)	-8	-1	-1	13	37*	-8	-2	-36
O=S(=O)(c1ccccc1F)N1CCN(c2nnnn2-c2ccccc2)CC1	22	10	4	13	18	1	5	15

Four compounds from above, reduced to USP7 block and USP17 inh:
canonical_smiles,USP7 block,USP17 inh
COc1ccc(C2=Nc3ncnn3C2=NCc2ccccc2)cc1,2,0
CC(=O)Nc1nsc(N2CCCC(C(=O)NC3CCCCC3)C2)n1 (stereo not given),-1,-10
CC(C)OC(=O)c1ccc(NC(=O)c2cccc(-n3cnnc3)n2)cc1,-2,9
Cc1noc(-c2cc(=O)n(CC(=O)Nc3ccccc3C)c3ccccc23)n1,2,45*

Other compounds follow.
SMILES	OTUD3 block	USP28 inh	USP7 block	USP17 inh	USP8 block	USP10 block	UCHL1 block	USP30 block
Cc1nc(N2CCN(c3ncccn3)CC2)nc2c1C(=O)CC(/C=C/c1ccccc1)C2 (stereo not given)	-5	4	-10	0	0	5	-2	18
Fc1ccc(Nc2nc(Nc3cccc(F)c3)nc3nccnc23)cc1	1	-173	-11	7	12	-4	-8	61*
O=C(Cn1ncc2cccn2c1=O)N1CCc2ccccc21	7	7	12	8	7	3	2	11
O=C(Cn1c(=O)n(CC2CCC(C(=O)NC3CCCC3)CC2)c(=O)c2ccccc21)NCCC1=CCCCC1 (stereo not given)	22	2	6	50*	24	34*	2	40*
COc1ccc(CN2C[C@@H]3OCC(=O)N(Cc4nccn4C)[C@@H]3C2)cc1	-4	-11	-1	-11	-18	0	0	-1
N#Cc1ccc(C(=O)N2CCCC2c2nc(-c3ccccc3)no2)cc1 (stereo not given)	17	6	2	5	-3	-2	3	11
CC(=O)c1ccc(NC(=O)CN2CCN(c3nc4cc(Cl)ccc4s3)CC2)cc1	-2	-2	-4	29	-11	-1	-3	24
CCOC(=O)N1CCc2c(sc3c2c(=O)n(-c2ccc(CC)cc2)c(=O)n3CC(=O)N2CCCCC2C)C1 (stereo not given)	8	20	4	16	17	0	3	26
CCC(c1nnnn1CCc1ccccc1)N1CCN(c2cccc(C)c2C)CC1 (stereo not given)	-6	-2	8	-2	-13	9	6	4
CCn1nnc(NCc2c(OCc3ccc(C)cc3)ccc3ccccc23)n1	13	7	11	8	18	11	9	16
CN1C[C@@H]2C[C@H](NS(=O)(=O)c3cccc(C#N)c3)CN2Cc2ccccc21	-23	-30	-6	-29	-9	-9	-7	-86
COc1ccccc1C(=O)NCCS(=O)(=O)N1CCN(c2ncccn2)CC1	4	0	3	6	14	1	1	8
CC(C)(C)CN1CCC[C@H]1c1nc(-c2cncnc2N)no1	-3	1	-5	-1	5	0	-1	-16
CC1CCc2c(sc3ncnc(N4CCC(=O)CC4)c23)C1 (stereo not given)	-33	-37	-16	-26	-6	-11	-2	-128
N#Cc1ccccc1OCC(=O)N1CCCc2ccccc21	-3	-6	-2	0	-4	0	-4	-20
Cc1nnc(-c2cc(S(=O)(=O)N3CCN(c4ccc(F)cc4)CC3)c[nH]2)o1	5	6	14	4	11	27	0	14
CC1=C[C@H]2N(c3ccc(C)cc31)[C@H](C(=O)c1cccs1)[C@@H](C(=O)c1ccc(F)cc1)[C@]21C(=O)Nc2ccccc21	-22	1	8	59*	78*	1	2	-72
